# Tau FP inhib: blocks human tau fibril formation measured by polarization | Potency, µM (highest dose often 57.7 µM), for inactives: at the highest dose activity, negative = inhibition, hits mostly inhibitors | P10636 | 0.39% of 280,000 active | K18 P301L tau heparin fibrillization, Alexa594 FP, 6 h; further: on the % scale 0 is the no-effect control and ±100 the full control effect; nearly all actives have a fitted effect of over 55% in size
# Target sequence (P10636 561-689 P618L limits assumed): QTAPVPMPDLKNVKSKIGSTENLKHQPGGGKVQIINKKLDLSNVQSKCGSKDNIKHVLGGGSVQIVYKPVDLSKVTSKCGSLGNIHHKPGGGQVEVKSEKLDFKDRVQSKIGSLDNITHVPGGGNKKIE
#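 Read-out: fluorescence polarization of Alexa 594-labeled tau (0.24 uM), 555 nm excitation, 632 nm emission. Mixtures held 15 uM unlabeled K18 P301L, compound and 20 uM heparin, pH 7 acetate buffer, incubated 6 hr at 37 C.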
# HttQ103 aggreg: mutant huntingtin aggregation inhibition. PC12 HttQ103-GFP aggregates, Acumen cytometry, 40 h. Potency, µM (doses to about 46.1 µM), without a hit: at the highest dose activity change, negative = inhibition, most hits filed as inhibitors. 1.1% of 220,000 active. AID 1688; further: on the % scale 0 is the no-effect control and ±100 the full control effect; nearly all actives have a fitted effect of over 60% in size
#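 Steps: seed 1500 PC12 HTTQ103-GFP cells/well; add tebufenozide, 100 nM final; add compound titration; add ATPLite reagent; quantify GFP aggregates by laser scanning cytometry.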
# KDM4E inh: JMJD2E (human) inhibition. B2RXH2. JMJD2E catalytic domain, FDH-coupled NADH fluorescence (FDH is formaldehyde dehydrogenase). Potency, µM (top dose mostly 57.1 µM), without a hit: at the highest dose activity change, negative = inhibition, actives largely listed as inhibitors. 1.6% of 230,000 active. AID 2147; active means well fitted inhibition curve with a large enough effect, not every such curve was filed as active; inconclusive means small, poorly fitted or top-dose-only effect, or another doubt; inactive means no such curve, though single readings can be large or run the other way;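 further: 0% = wells with enzyme and -100% = buffer wells without enzyme; nearly all actives have a fitted effect of over 50% in size; many of its hits are not listed in these tables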
# Target sequence (B2RXH2 1-337 limits assumed): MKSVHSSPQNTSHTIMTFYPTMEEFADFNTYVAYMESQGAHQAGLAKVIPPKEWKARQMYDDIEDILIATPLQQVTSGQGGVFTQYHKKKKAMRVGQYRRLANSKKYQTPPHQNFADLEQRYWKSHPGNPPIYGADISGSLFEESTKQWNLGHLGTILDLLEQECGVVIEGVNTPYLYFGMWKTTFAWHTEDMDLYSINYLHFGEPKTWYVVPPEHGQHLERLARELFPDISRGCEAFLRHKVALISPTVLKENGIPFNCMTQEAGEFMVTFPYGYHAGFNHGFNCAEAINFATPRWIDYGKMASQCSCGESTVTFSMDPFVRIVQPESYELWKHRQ
# HTT ATP protect: Huntington cell model cytoprotection by ATP luminescence. PC12 HTT-Q103 induced, cytoprotection, ATP luminescence, 40 h. Potency, µM (titrated, usually from 56.4 µM), for the others: cytoprotection (ATP increase), usual class: activators. 0.14% of 230,000 active. AID 1471;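 further: % of control where 0% means no effect; nearly all actives have a fitted effect of over 45% in size; toxic huntingtin expression switched on by the ecdysone agonist tebufenozide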
#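 Rat PC12, Q103 Htt exon1-GFP fusion, ecdysone promoter; tebufenozide inducer 100 nM final; compound titration; qHTS, 1500 cells/well; ATPlite luminescent read.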
# Tau fibril ThT: inhibitors of human tau fibril formation, thioflavin T binding | P10636 | recombinant tau K18 P301L, heparin-induced fibrillization, ThT fluorescence | 2.1% of 270,000 active | AID 1460 | Potency, µM (series often up to 57.4 µM), without a hit: at the highest dose activity, negative = inhibition, most hits filed as inhibitors; further: on the % scale 0 is the no-effect control and ±100 the full control effect; nearly all actives have a fitted effect of over 55% in size
#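 In this qHTS, human K18 P301L tau is incubated with compound and heparin for 6 hr at 37 C, and Thioflavin T fluorescence then reports fibril load.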
# Tau fluor cs: counter-screen for tau fibril formation inhibitors; tau K18 P301L (four-repeat tau fragment) Alexa594 fluorescence, heparin fibrillization; Potency, µM (top dose mostly 57.7 µM), for the others: at the top dose activity change, negative = decrease; 0.93% of 280,000 active; further: on the % scale 0 is the no-effect control and ±100 the full control effect; nearly all actives have a fitted effect of over 55% in size
#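 Human K18 P301L tau (15 uM unlabeled plus 0.24 uM Alexa 594-labeled, final) in 100 mM sodium acetate pH 7 was mixed with compound and 20 uM heparin and incubated 6 hr at 37 C.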
# ALDH1A1 inh: ALDH1A1 (human) enzyme inhibition. 7.3% of 220,000 active. Potency, µM (series often up to 75.3 µM), without a hit: at the highest dose activity, negative = inhibition, most hits filed as inhibitors. Purified ALDH1A1, NADH fluorescence, propionaldehyde substrate; active means well fitted inhibition curve with a large enough effect, not every such curve was filed as active; inconclusive means small, poorly fitted or top-dose-only effect, or another doubt; inactive means no such curve, though single readings can be large or run the other way;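 further: plate controls were no enzyme wells and a reference inhibitor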
# Target sequence (P00352 whole entry, looked up): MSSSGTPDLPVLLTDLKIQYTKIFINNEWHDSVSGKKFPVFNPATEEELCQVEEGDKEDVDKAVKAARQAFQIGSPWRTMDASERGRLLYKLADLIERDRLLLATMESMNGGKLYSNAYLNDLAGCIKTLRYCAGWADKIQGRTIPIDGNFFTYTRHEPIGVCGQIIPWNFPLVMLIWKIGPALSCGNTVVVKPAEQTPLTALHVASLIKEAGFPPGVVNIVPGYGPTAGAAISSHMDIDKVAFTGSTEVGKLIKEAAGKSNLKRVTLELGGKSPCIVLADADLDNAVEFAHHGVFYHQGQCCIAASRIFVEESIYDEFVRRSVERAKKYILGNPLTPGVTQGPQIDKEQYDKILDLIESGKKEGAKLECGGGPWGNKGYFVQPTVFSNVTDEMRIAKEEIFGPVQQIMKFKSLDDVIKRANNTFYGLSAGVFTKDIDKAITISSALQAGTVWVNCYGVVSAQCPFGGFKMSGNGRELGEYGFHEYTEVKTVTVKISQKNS
# SMN2 splice enh: increases expression of the SMN2 splice variant. HEK293 SMN2-luciferase splicing reporter, luminescence, 30-36 h. Potency, µM (titrated, usually from 46.1 µM), for the others: at the highest dose activity change, positive = activation, hits mostly activators. 2.8% of 210,000 active; further: % of control where 0% means no effect; nearly all actives have a fitted effect of over 55% in size
#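 qHTS luciferase splicing reporter: luminescence rises when SMN2 exon 7 is included in transfected HEK293 cells. Compound exposure lasted 30-36 h at 37C, with 4.5 mM final sodium butyrate as control, followed by a ONE-Glo read.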
# * marks the source's active call; other numbers are inactive results; ? = inconclusive; nt = not tested or not shown; [ ] = remark or other dose. Unless noted, the call rests on the fitted dose curve; in most records, active means well fitted curve in the direction sought with a large enough effect; inconclusive means small, poorly fitted or top-dose-only effect, or another doubt; inactive means no such curve, though single readings can be large; an effect the other way counts as inactive or inconclusive. Potency means the concentration at half of the fitted maximal effect.
canonical_smiles	Tau fibril ThT	KDM4E inh	HttQ103 aggreg	HTT ATP protect	Tau FP inhib	SMN2 splice enh	Tau fluor cs	ALDH1A1 inh
COc1ccc(Br)c(C(=O)Nc2ccc(F)cc2)c1	-5%	1%	-6%[9.22 µM]	3%[10 µM]	1%	nt	-3%	3%
Cc1cccc(C)c1NC(=O)C1(N(Cc2ccco2)C(=O)CC2NC(=O)NC2=O)CCCCC1 (stereo unspecified)	2%	2%	-13%	-3%	4%	-13%	7%	8%
CCN(CC)S(=O)(=O)c1ccc(C)c(NC(=O)CNCCN(C(C)C)C(C)C)c1	14%	-1%	23%	10%	3%	-4%	7%	6%
Cc1ccc(S(=O)(=O)N2CCC(C(=O)N[C@@H](C)C(=O)NCc3ccccc3)CC2)cc1	-1%	0%	-5%	-26%	-1%	-9%	-5%	?
Cc1ccc(Cn2nnc3c(=O)n(Cc4cccc(C)c4)cnc32)cc1	-17%	-1%	2%	17%[10 µM]	5%	-11%	-16%	6%
CCN(c1ccccc1)S(=O)(=O)c1ccc(C(=O)Oc2ccc(C(C)=O)cc2)cc1	-18%	1%	-2%	-22%[10 µM]	11%	5%[1.84 µM]	-9%	0%
O=C(OCC(=O)N1CCc2ccccc2C1)c1ccc(N2CCOCC2)c([N+](=O)[O-])c1	?	3%	-16%	10%[10 µM]	-1%	nt	-17%	20µM*
C=CCc1cccc2cc(C(=O)OCC(=O)c3ccccc3)c(=O)oc12	-14%	?	11%	-10%	-3%	22%	-6%	-1%
NC(=O)c1cc(S(=O)(=O)Nc2cccc(F)c2)co1	-3%	1%	7%	-16%	0%	-14%	-1%	-3%
Cc1nc2cc(NC(=O)N(C)c3ccc4ccccc4c3)ccc2o1	?	?	3%	-17%	-11%	-5%	-20%	9%
CC(=O)Nc1ccc(N(C(=O)CNC(=O)c2cccs2)C(C(=O)NC(C)(C)C)c2ccccc2)cc1 (stereo unspecified)	-5%	-2%	14%[9.22 µM]	?	-2%	3%	-3%	3%
Cn1nc(C(F)(F)F)c2cc(NC(=O)OCc3ccc(C(C)(C)C)cc3)sc21	?	-15%	-5%[9.22 µM]	-17%	0%	-59%[inhibitor]	?	3%
CCOC(=O)N1CCN(C(=O)/C(=C/c2cccs2)NC(=O)c2cccs2)CC1	-2%	-16%	-1%[9.22 µM]	-53%[inhibitor][10 µM]	4%[2.34 µM]	nt	-4%	-10%
CCCCOC(=O)CSc1nnc(N)s1	0%	-1%	-9%[9.22 µM]	-11%	-4%	8%	2%	-4%
Cc1cc(OC(=O)c2ccc(S(=O)(=O)N3CCCC3)cc2)c([N+](=O)[O-])c(=O)[nH]1	5%	-9%	32%	nt	3%	1%	0%	?
O=C(CCc1ccccc1)Nc1ccc2ccccc2n1	-2%	-2%	-21%	-76%	-1%	13µM*	-17%	5%
CC1(C)Cc2ccccc2C(N/N=C/c2ccc(Cl)cc2)=N1	-16%	-3%	24%	7%[1.9 µM]	?	-8%	-21%	1%
Cc1ccc(NC(=S)N2CCCCCC2)cc1	-13%	5%	-10%[9.22 µM]	-18%[10 µM]	-5%	nt	-12%	-12%
COc1ccc(-n2c(N)c(C(=O)NCc3ccco3)c3nc4ccccc4nc32)cc1	?	?	-15%	-23%	?	-24%	?	?
CC(=O)Nc1nc(COc2ccc3ccccc3c2)cs1	-6%	-9%	?	-91%[inhibitor]	-11%	4%	-26%	?
CCCCCC(=O)N/N=C(\C)c1ccc(NC(=O)c2ccco2)cc1	-11%	5%	11%	-17%	6%	18%	-9%	0%
CCOC(=O)Cc1cc(=O)c2c(=O)n(-c3ccccc3)[nH]c2[nH]1	?	-7%	0%	-3%[0.074 µM]	0%	8%	-11%	1%
CCCCCCCNC(=O)C1CC(=O)N(C)C(=Nc2ccc(OC)cc2)S1 (stereo unspecified)	-1%	3%	-17%	nt	13%	-5%	1%	5%
CSc1nnc(CCCCCCCCc2nnc(SC)o2)o1	?	-2%	22%[9.22 µM]	29%[10 µM]	5%	nt	-8%	-6%
CCOC(=O)C1CCCN(C(=O)c2csc(-c3ccc4c(c3)CCO4)n2)C1 (stereo unspecified)	-16%	?	-9%[9.22 µM]	-11%[10 µM]	6%	nt	-17%	nt
OCC1(CCc2ccccc2)CCN(Cc2cccn2-c2cccnc2)CC1	-8%	-2%	-1%[9.22 µM]	-7%[10 µM]	-3%	-16%	-9%	2%
Clc1ccc(CO/N=C2\CCCc3nonc32)c(Cl)c1	-18%	2%	8%	nt	-14%	-11%	?	-5%
C=CCNC(=O)c1onc(CSc2cccc(OC)c2)c1C(=O)NCC=C	-12%	3%	-14%[9.22 µM]	11%[10 µM]	-2%	nt	-18%	nt
N#Cc1c2n(c3c(=O)n(CC(=O)c4ccc(Br)cc4)cnc13)CCCC2	-8%	1%	-10%	11%	-5%	-22%	-11%	-12%
O=C(NCc1cccs1)C(=O)c1cn(CC(=O)N2CCOCC2)c2ccccc12	6%	2%	-6%	?	-9%	-23%	-1%	0%
O=[N+]([O-])c1cc([N+](=O)[O-])c(N2CCCCCC2)cc1NCCO	?	3%	-7%	-8%	11%	-12%	-25%	2.2µM*
COc1ccc(N2CCN(S(=O)(=O)c3cccc4nsnc34)CC2)cc1	-15%	7%	4%	4%	15%	-25%	-27%	3%
Cc1ccc(N=C2NC(=O)CC(C(=O)Nc3cc(C(F)(F)F)ccc3Cl)S2)cc1 (stereo unspecified)	6%	nt	nt	nt	?	-8%	-3%	nt
Cc1ccc(C(=O)CSc2nc(C)cc(SCc3nnc(-c4ccccc4)o3)n2)cc1	-12%	3%	-19%	1%[10 µM]	0%	-11%	-15%	5%
O=C(NCCCn1ccnc1)C(=O)NCC1OCCCN1S(=O)(=O)c1ccc(Cl)cc1 (stereo unspecified)	13%	11%	-5%	-2%[10 µM]	1%	8%	10%	?
COc1ccc(Cl)cc1NC(=O)c1noc2c1CCCC2	-6%	-168%	-13%	-7%	-15%	4%	-20%	?

# Entries listed so far marked active in SMN2 splice enh:
structure	Tau fibril ThT	KDM4E inh	Tau FP inhib	SMN2 splice enh	ALDH1A1 inh
O=C(CCc1ccccc1)Nc1ccc2ccccc2n1	-2%	-2%	-1%	13µM*	5%

# (listing goes on)
canonical_smiles	Tau fibril ThT	KDM4E inh	HttQ103 aggreg	HTT ATP protect	Tau FP inhib	SMN2 splice enh	Tau fluor cs	ALDH1A1 inh
COc1cc(-c2nc3sccn3c2Nc2c(C)cccc2C)ccc1O	16µM*	nt	nt	nt	22µM*	14%	?	nt
COc1cccc(OC)c1C(=O)Nc1cccc(C(C)=O)c1	-5%	3%	18%	14%[10 µM]	0%	1%	0%	-12%
O=C(CCCCCNC(=O)c1ccccc1)N/N=C/c1ccc(O)cc1O	-6%	20µM*	-31%	10%[10 µM]	6%	8%	-1%	6%
COc1cc(CNCc2ccccn2)ccc1OCc1ccc(Cl)cc1	-10%	9%	18%	33%[10 µM]	1%	-7%	-5%	-5%
Cc1ccc(C(=O)CCC(=O)Nc2cccc(C(F)(F)F)c2)cc1	-15%	6%	9%	-31%	-2%	-5%	-7%	12%
COc1cccc(NC(=O)CSc2nccn2-c2cccc(OC)c2)c1	-10%	3%	-3%	-4%	-5%	-28%	-22%	1%
CCOC(=O)c1c(C)[nH]c(C)c1C(=O)CSc1ncccn1	-7%	2%	-7%	-5%	11%	24%	-4%	-5%
COc1ccc(OC)c(Nc2nc(-c3cccs3)cs2)c1	?	-7%	-23%	4%[10 µM]	4%	27%	16µM*[quencher]	-8%
Cc1cccc(NC(=O)c2ccccc2NC(=O)C(C)(C)C)n1	-9%	-2%	-4%	-17%[10 µM]	-4%	-6%	-7%	-2%
CCCCCN1C2=NCCN2c2ccccc21	-3%	4%	-2%	21%[10 µM]	8%	10%	-4%	1%
CNC(=S)N1N=C(c2ccc(C)cc2)CC1c1cc(OC)ccc1OC (stereo unspecified)	-1%	?	11%	-24%	-11%	-12%	-27%	-4%
CCOC(=O)C1CC(=O)c2cc(OC)c(OC)cc2C1 (stereo unspecified)	-11%	?	-8%[9.22 µM]	-5%[10 µM]	-8%	nt	-15%	?
Cc1ccccc1CSc1nn2c(=O)c(C)nnc2s1	-13%	-4%	-9%	?	-5%	-21%	-6%	6%
O=C(CCCn1c(=O)oc2ccccc21)Nc1cccnc1	-9%	6%	-2%	1%[0.074 µM]	9%	nt	3%	15%
COc1cc(OC)c2ccc(=O)oc2c1C(CCN1CCCC1)c1ccc2c(c1)OCO2 (stereo unspecified)	-4%	?	-1%[9.22 µM]	0%[10 µM]	-2%	nt	6%	nt
Cc1ccc(CN2CCN(Cc3ccc4cc(F)ccc4n3)CC2CCO)o1 (stereo unspecified)	?	?	14%[9.22 µM]	-11%[10 µM]	-18%	nt	-11%	?
S=c1[nH]nc(-c2ccc(Br)o2)n1Cc1ccccc1	-5%	-14%	15%	-2%	2%	6%	-7%	1.4µM*
COc1cc(NC(=O)c2cccc3c2C(=O)N(C2CCCCC2)C3)cc(OC)c1OC	?	nt	nt	nt	9%	-11%	-27%	nt
CCS(=O)(=O)Nc1ccc(Cc2ccncc2)cc1	?	1%	18%	1%	1%	14%	4%	-14%
CCCCCNS(=O)(=O)c1cc(C)ccc1OC	-6%	-1%	15%	-12%[10 µM]	7%	2%	-1%	-2%
O=C(NCc1ccc2c(c1)OCO2)C(=O)NC1CCCCC1	-5%	-1%	-17%	11%	6%	-6%	-13%	14%
CCc1nnc(NC(=O)c2ccc3c(c2)C(=O)N(C(C)(C)C)C3=O)s1	-11%	1%	4%	-25%	1%	?	-8%	7%
ONC(=Nc1ccccc1Cl)c1ccccc1Cl	-10%	-20%	-14%[9.22 µM]	-10%[10 µM]	-10%	nt	-21%	?
Cc1ccccc1OCC(=O)Nc1ccc(N2CCN(S(C)(=O)=O)CC2)cc1	?	13%	?	-37%	-11%	-20%	-18%	-3%

# Source: PubChem BioAssay (National Center for Advancing Translational Sciences (NCATS))

# The list is partial. The share of hits here may be higher or lower than overall.
